Screens deposited in PubChem by IUPUI and University of Michigan.
ST2 inh – IL1RL1 inhibition. hit rate 2.3% among 78,000. inhibition, % for hits at 17 µM. AID 1259354. AlphaLISA ST2-Fc/biotin-IL-33 interaction, 1 h. Q01638; in the data active = inhibition above about 30%; inconclusive = mostly about 10% to 28%
Target sequence (Q01638 whole entry, looked up): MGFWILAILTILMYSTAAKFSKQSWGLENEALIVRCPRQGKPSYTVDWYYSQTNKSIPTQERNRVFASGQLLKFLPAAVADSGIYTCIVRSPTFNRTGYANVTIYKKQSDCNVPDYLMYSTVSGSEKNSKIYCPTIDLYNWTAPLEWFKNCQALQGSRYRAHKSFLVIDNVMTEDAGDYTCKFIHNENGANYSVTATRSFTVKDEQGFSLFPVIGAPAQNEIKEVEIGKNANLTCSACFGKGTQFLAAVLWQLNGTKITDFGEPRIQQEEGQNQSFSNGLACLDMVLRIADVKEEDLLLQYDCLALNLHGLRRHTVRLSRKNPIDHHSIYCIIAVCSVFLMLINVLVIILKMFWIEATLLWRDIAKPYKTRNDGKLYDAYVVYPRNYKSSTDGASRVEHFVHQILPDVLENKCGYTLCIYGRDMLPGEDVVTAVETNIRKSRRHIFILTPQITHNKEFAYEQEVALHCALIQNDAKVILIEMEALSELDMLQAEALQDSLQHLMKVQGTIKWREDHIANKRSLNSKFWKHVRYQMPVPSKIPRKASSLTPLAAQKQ
An asterisk follows results filed as active; i = inactive; ? = inconclusive; ! = a repeat was not active. Some of the compounds tested; rates above refer to the full screens.

SMILES	ST2 inh
c1ccc(CN2CCSCC2)nc1	i
CCOc1ccc2nc(N3CCOCC3)sc2c1	i
C=C1c2cc(C)cc(C)c2NC(=O)N1CC	i
Cc1nn(CC(=O)Nc2ccc(Br)c3cccnc23)c(=O)c2ccccc12	?
COc1ccccc1Nc1ncnc2sc(C)c(S(=O)(=O)N3CCC(C)CC3)c12	i
COc1ccc(-c2nc(SCC(=O)Nc3ccc(OC(F)(F)F)cc3)[nH]c(=O)c2C#N)cc1	?
O=c1c2c(nc(SCc3ccccc3F)n1-c1ccccc1)CCS2	i
FC(F)(F)CCc1ccnc(NC2CCN(Cc3ccccn3)CC2)n1	?
COc1cc(C2C(C(=O)Nc3cc(C)ccn3)=C(C)NC3=C2C(=O)CC(C)(C)C3)ccc1O (stereo unspecified)	i
Cc1ccc(N2C(=O)c3ccc(C(=O)c4ccc(C(=O)O)cc4)cc3C2=O)cc1	i
CN(C)C(=O)CSc1nnc(-c2ccc(NC(=O)c3ccccc3F)cc2)n1C	i
COc1ccc(C(=O)Nc2cccc(-c3nc4ccccc4o3)c2C)cc1[N+](=O)[O-]	?
CC12CN3CC(C)(CN(C1)C3c1c[nH]c3ccccc13)C2=O (stereo unspecified)	i
COc1cc(OC)c(NC(=O)c2ccc(-c3ccccc3)cc2)cc1Cl	i
COc1ccc(C(=O)CCCSc2nnnn2-c2ccccc2)c(OC)c1	i

In the list so far, 4 have fluorine:
SMILES	ST2 inh
COc1ccc(-c2nc(SCC(=O)Nc3ccc(OC(F)(F)F)cc3)[nH]c(=O)c2C#N)cc1	?
O=c1c2c(nc(SCc3ccccc3F)n1-c1ccccc1)CCS2	i
FC(F)(F)CCc1ccnc(NC2CCN(Cc3ccccn3)CC2)n1	?
CN(C)C(=O)CSc1nnc(-c2ccc(NC(=O)c3ccccc3F)cc2)n1C	i

Next entries follow.
SMILES	ST2 inh
O=C(CC1C=CS(=O)(=O)C1)N1C[C@@H]2C3CCC(CC3)[C@@H]2C1 (stereo partly specified)	i
CC(C(=O)Nc1ncn[nH]1)N1C(=O)c2ccccc2C1=O (stereo unspecified)	i
N#CSC(C#N)Cc1ccc([N+](=O)[O-])cc1 (stereo unspecified)	51.0%*
COc1ccc(C(=O)NCCn2cc(SCC(=O)Nc3ccc(F)cc3)c3ccccc32)cc1	i
COc1cccc(-c2cc(N3CCN(S(=O)(=O)c4cc(F)ccc4F)CC3)ncn2)c1	i
COc1cc(NC(=O)NCCc2nc3cccnc3n2C2CCCCC2)cc(OC)c1	?
COc1ccc(Cl)cc1C(=O)NCCNC(=O)c1cc(Cl)ccc1OC	i
O=c1[nH]c2ccccc2c(=O)n1CCc1ccc(Cl)cc1	i
Cc1cc(N(C)C)nc(Nc2ccc(NC(=O)C3CCCO3)cc2)n1 (stereo unspecified)	?
CN(C)CCN(Cc1ccccc1)S(=O)(=O)c1cccc2cccnc12	i
Cc1ccccc1N1C(N)=C(C#N)C(c2ccc(F)cc2)C2=C1CCCC2=O (stereo unspecified)	i
CCCn1cnc2c(cnn2-c2ccccc2)c1=O	i
Cc1cc(OCC(=O)NCc2ccccn2)ccc1Cl	i
N#CCSc1nc2c(sc3ccccc32)c(=O)n1CCc1ccccc1	i
Cc1[nH]nc(CCC(=O)NC2CC(=O)N(Cc3cccc(F)c3)C2)c1C (stereo unspecified)	i
O=C1CCc2cc(S(=O)(=O)N3CCCC3)ccc2N1	i
COc1cccc(C2Nc3ccccc3NC3=C2C(=O)CCC3)c1 (stereo unspecified)	?
c1ccc(-c2ccccn2)nc1	i
O=C(NCC1CCCO1)c1cc2cc(Br)ccc2oc1=O (stereo unspecified)	i
OCC(O)(c1ccccc1)c1ccccc1	i
CCCCN(CC)C(=O)C1c2cc(OC)c(OC)cc2C(=O)N(C)C1c1ccc(OC)cc1 (stereo unspecified)	i
c1ccc(COc2ccc(CN3CCN(c4ncccn4)CC3)cc2)cc1	i
Fc1ccc(C2Nc3ccc(Cl)cc3C3C=CCC32)cc1 (stereo unspecified)	i
OCCCNc1nc2ccccc2n1Cc1ccccc1	?
c1ccc2c3c([nH]c2c1)CN(Cc1ccsc1)CC3	i
O=C1OC(c2ccc(Br)cc2)=N/C1=C\C=C\c1ccccc1	i
CC(C)(C)c1ccc(-c2nc3cc(N)ccc3o2)cc1	i
COc1cc(/C=C2\SC(N3CCCCC3)=NC2=O)cc(OC)c1OC	i
Oc1cccnc1-c1ccccc1	i
Cc1ccc(C2Nc3c(ccc(C(=O)O)c3C)C3C=CCC32)cc1 (stereo unspecified)	i

4 structures out of the list, sorted by count of non-hydrogen atoms, falling:
SMILES	ST2 inh
COc1cc(C2C(C(=O)Nc3cc(C)ccn3)=C(C)NC3=C2C(=O)CC(C)(C)C3)ccc1O (stereo unspecified)	i
FC(F)(F)CCc1ccnc(NC2CCN(Cc3ccccn3)CC2)n1	?
COc1cccc(C2Nc3ccccc3NC3=C2C(=O)CCC3)c1 (stereo unspecified)	?
O=C(CC1C=CS(=O)(=O)C1)N1C[C@@H]2C3CCC(CC3)[C@@H]2C1 (stereo partly specified)	i

Next records:
SMILES	ST2 inh
COc1cc(NC(=O)c2ccc(I)cc2)c(OC)cc1Cl	i
CCCCN1CC(C(=O)NC2CCCCC2)CC1=O (stereo unspecified)	i
CC(c1ccc(F)cc1)n1cnc(-c2ccccc2)c1-c1cnc[nH]1 (stereo unspecified)	i
Cn1ncc2c(NCCN3CCOC3=O)nc(C(C)(C)C)nc21	?
O=C(O)c1ccc(Oc2ccc([N+](=O)[O-])cc2)cc1	?
O=C(NCC1CCCCC1)N1CCCC2(CCNC2)C1 (stereo unspecified)	i
CC1Cc2cc(C3Nc4ccccc4C(=O)N3c3ccccc3)ccc2O1 (stereo unspecified)	?
Fc1ccc2nc(N3CCN(c4ccccc4)CC3)sc2c1	i
CC[C@H]1CN(S(=O)(=O)c2c(C)noc2C)CC[C@H]1CC(=O)N(C)CC#N	?
CC1(C)CC(=O)C2=C(C1)Nc1ccccc1NC2c1cc(Br)ccc1O (stereo unspecified)	i
Cc1c(C)c2c(c(C)c1O)CCC(C)(C(=O)N(C)Cc1ncc[nH]1)O2 (stereo unspecified)	?
Cc1[nH]cnc1-c1nccn1-c1cccc(N2CCNC2=O)c1	i
COc1ccccc1N(C)c1cc(F)c(F)c(F)c1F	i
O=C(c1cc2ccccc2[nH]c1=O)N1C[C@@H]2C3CCC(CC3)[C@@H]2C1	i
COc1cc(C2C(C#N)=C(N)OC3=C2C(=O)CC(c2ccccc2)C3)cc(Br)c1O (stereo unspecified)	?
CCOC(=O)c1c(NC(=O)C(C)Oc2ccccc2Br)sc(C)c1C (stereo unspecified)	i
O=S(=O)(c1ccc(F)cc1)N1CCCCCC1	i
COc1ccc(C(=O)Cn2c(=O)n(Cc3ccccc3)c(=O)c3cc(OC)c(OC)cc32)cc1	i
CC(=O)N1CCc2cc(S(=O)(=O)Nc3cccc([N+](=O)[O-])c3)ccc21	i
Cn1c(=O)c2c(SCC(=O)N3CCCCCC3)nc(-c3ccco3)nc2n(C)c1=O	?
FC(F)(F)c1cc(-c2ccco2)nc(NCC2CCCO2)n1 (stereo unspecified)	i
CC(=O)Nc1ccc(Oc2nc(C)nc3sc4c(c23)CCC4)cc1	i
Cc1nc2c(c(N3CCC4(CC3)Nc3ccccc3NC4=O)n1)CNC2	i
CCNS(=O)(=O)c1ccc(Sc2ccc(S(=O)(=O)NCC)cc2)cc1	i
CCCSC1=C(C#N)C2(CCCC2)C(C#N)=C(N)N1	i
Clc1ccc(-c2nnc([C@H]3CCN(Cc4ccccc4Cl)C3)o2)cc1	i
O=C(Nc1ncc(Cc2cccc(Cl)c2Cl)s1)C1CC1	?
c1ccc(CNc2ncnc3nc[nH]c23)cc1	i
C=CCn1cc(-c2c(-c3ccccc3)ncn2Cc2cnc(C)cn2)c(C)n1	i
CC(=O)O[C@H]1C(=O)[C@@]2(C)[C@H]([C@H](OC(=O)c3ccccc3)[C@]3(O)C[C@H](OC(=O)[C@H](O)[C@@H](NC(=O)c4ccccc4)c4ccccc4)C(C)=C1C3(C)C)[C@]1(OC(C)=O)CO[C@@H]1C[C@@H]2O	i
Cc1cccc(Nc2nnc(Cc3ccc(Cl)cc3)c(=O)[nH]2)c1C	i
C/C(=C\c1nsc(Nc2ccc(Cl)cc2)n1)NCc1ccc2c(c1)OCO2	i
Cc1cc(Cl)ccc1OC(=O)c1cc2ccccc2oc1=O	i
Cc1ccc(NC(=O)c2ccccc2)c(NC(=O)c2ccc(CN(C)C)o2)c1	i
CCOc1ccc(C2CC(=O)n3nc(-c4ccc(C)cc4)nc3S2)cc1OC (stereo unspecified)	?
COc1ccc(OC)c(C2NC(C(=O)O)C3C(=O)N(c4ccccc4)C(=O)C23)c1 (stereo unspecified)	i
Cc1csc(NC(=O)CCCc2nc3cccnc3n2Cc2ccc(F)cc2)n1	i
O=c1[nH]c2c(oc3ccccc32)c(-c2ccccc2)c1-c1ccccc1	i
CCN1CCN(C(=O)C2CCN(c3ccc(-c4cccs4)nn3)CC2)CC1	i
O=C(NC(c1ccco1)C(F)(F)F)c1coc(Cn2cnc3ccccc32)n1 (stereo unspecified)	i
O=C(O)c1cn(-c2ccc(F)cc2[N+](=O)[O-])c(=O)c2ccccc12	i
O=C(C1CCCCC1)N1CC(=O)N(CCc2ccccc2)C(=O)C1	i
O=C(CSC1CC(=O)N(c2ccccc2F)C1=O)Nc1ccc(Cl)cc1 (stereo unspecified)	i
O=C(Nc1ccc(S(=O)(=O)Nc2ccc(Br)cc2)cc1)c1ccc([N+](=O)[O-])cc1	i
COc1ccc(S(=O)(=O)N2CCN(c3nc(C)cc(N4CCCC4)n3)CC2)cc1C	i
Cc1ccc(N2CCCS2(=O)=O)cc1NC(=O)COc1ccccc1F	i
COc1ccc(CNC(=O)COc2ccccc2C(=O)NCCc2ccc(OC)c(OC)c2)cc1	i
Cc1cc(C)cc(C(=O)c2ccccc2C(=O)O)c1	i
CN1CCc2c(sc3c2C(=O)NC(c2ccc(OC(=O)c4cccc5ccccc45)cc2)N3)C1 (stereo unspecified)	?
CCN(CC)c1ccc(C=Nc2ccc(OC)cc2OC)c(O)c1	35.0%*
COc1ccc(C2CC(c3ccccc3)=NN2S(=O)(=O)c2ccc(C)cc2)c(OC)c1 (stereo unspecified)	i
CSc1nc(N)nc(SCC(=O)Nc2ccccc2)c1C#N	i
CN(C)c1ccc(CNc2ccc3c(c2)ncn3C)cc1	46.0%*!
Cc1ccc2c(Cl)c(C(=O)N3CC(C)OC(C)C3)sc2c1 (stereo unspecified)	i
Cc1cc(C(=O)N2CCC(C(N)=O)CC2)ccc1[N+](=O)[O-]	i
O=c1oc2ccccc2c2c1SC(C(F)(F)F)C2 (stereo unspecified)	i
COc1cc(OC)cc(-n2c(=O)c3sccc3n(Cc3cc(=O)n4ccccc4n3)c2=O)c1	?
Cc1cc(C(=O)NC2C3CC4CC(C3)CC2C4)ccc1[N+](=O)[O-] (stereo unspecified)	i
Cc1ccnc(NS(=O)(=O)c2ccc(NC(=O)Cc3ccccc3)cc2)n1	i
COc1ccc(C2C(C(=O)NCCN(C)C)c3cc(OC)c(OC)cc3C(=O)N2C)cc1 (stereo unspecified)	33.0%*

Nothing new here: entries from further up.
SMILES	ST2 inh
Cc1ccc2c(Cl)c(C(=O)N3CC(C)OC(C)C3)sc2c1 (stereo unspecified)	i
Cc1cc(C(=O)N2CCC(C(N)=O)CC2)ccc1[N+](=O)[O-]	i
O=c1oc2ccccc2c2c1SC(C(F)(F)F)C2 (stereo unspecified)	i
COc1cc(OC)cc(-n2c(=O)c3sccc3n(Cc3cc(=O)n4ccccc4n3)c2=O)c1	?
Cc1cc(C(=O)NC2C3CC4CC(C3)CC2C4)ccc1[N+](=O)[O-] (stereo unspecified)	i
Cc1ccnc(NS(=O)(=O)c2ccc(NC(=O)Cc3ccccc3)cc2)n1	i
COc1ccc(C2C(C(=O)NCCN(C)C)c3cc(OC)c(OC)cc3C(=O)N2C)cc1 (stereo unspecified)	33.0%*

More records follow.
SMILES	ST2 inh
COc1cccc(-c2cc(N3CCN(S(=O)(=O)c4ccc(F)cc4Cl)CC3)ncn2)c1	i
Cc1ccc(C(=O)NCc2ccc3c(c2)OCO3)cc1Cl	i
O=C1CC(Sc2ccccn2)C(=O)N1c1ccc(Br)cc1 (stereo unspecified)	40.0%*
CCN(Cc1ccc(C(C)=O)cc1)CC1CCOCC1	i
CCCCNC(=O)CSc1cc(=O)n(C)c2cc(Cl)ccc12	i
CCCCN(CC)C(=O)Cn1c(=O)n(-c2ccccc2)c(=O)c2sccc21	i
Cc1c(NC(=O)COc2ccc(C(C)C)cc2)cccc1C(=O)O	?
O=C(OCCN1C(=O)c2ccccc2C1=O)c1cc2ccccc2oc1=O	i
O=C(c1cncc(N2CCOC(c3ccc(Cl)cc3)C2)n1)N1CCCC1 (stereo unspecified)	?
COc1cc2c(cc1CN1CCN(c3cncc(C(N)=O)n3)CC1)CCC2	?
CC1(C)CC(=O)C2=C(C1)Nc1nc(SCc3ccccc3F)nn1C2c1cccnc1 (stereo unspecified)	?
COc1ccc2nc3oc(C(=O)N4CCC(C(N)=O)CC4)cc3cc2c1	i
Oc1oc(-c2ccccc2F)nc1C=Nc1cc(Cl)c(Cl)cc1Cl	i
Cc1ccc(C(=O)Nc2c3c(nn2-c2ccc(Cl)cc2)CSC3)cc1	i
CC1(C)CC(=O)C2=C(C1)Nc1nc(SCc3ccccc3F)nn1C2c1cccc(O)c1 (stereo unspecified)	?
CCCS(=O)(=O)N1CCCC(C(=O)NC2CCCC2)C1 (stereo unspecified)	i
O=C(Nc1ccc(N2CCC(N3CCCN(Cc4ccc(F)cc4)CC3)CC2)cc1)C1CCCC1	?
Cc1c(C(=O)NCCC(C)C)oc2ccc(S(=O)(=O)N3CCCC3)cc12	i
CCOC(CNC(=O)c1sc2nc(C)nc(N3CCOCC3)c2c1C)OCC	i
COc1ccc(-c2cc(C(=O)N3CC4(C)CC3CC(C)(C)C4)no2)cc1 (stereo unspecified)	i
c1cnc(-c2nc(Cn3cnnc3)cs2)nc1	?
O=C(c1cc(-c2cccs2)nc2ccccc12)N1CCCC1	?
Cc1ccc(NC(=O)CC2CC(C)(C)OC2=O)cc1 (stereo unspecified)	i
COc1ccccc1CC(=O)Nc1ccc(Cl)cc1C	i
O=C(Cn1nnc(-c2ccccc2Cl)n1)NCc1ccccc1	i
